Bioassay records as filed in PubChem.
RPL19A TOR yeast: yeast TOR pathway RPL19A-GFP modulation; S. cerevisiae RPL19A-GFP strain, flow cytometry, 3 h; stronger effect = lower value; percent response vs DMSO, % at 10 µM; hit rate 0.3% among 330,000; AID 2025;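 active means percent response vs DMSO below 50%; inconclusive means fewer than 70 events counted for the yeast strain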;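 further: median channel GFP fluorescence of the barcoded RPL19A-GFP strain; ratio of sample median GFP to plate DMSO average so 100% = DMSO; lower means less RPL19A-GFP as with rapamycin TOR inhibition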
LAP4-GFP MLPCN: alters LAP4-GFP fluorescence in TOR pathway yeast screen; S. cerevisiae LAP4-GFP multiplex, flow cytometry GFP, 3 h; median GFP as percent of DMSO wells; GFP response vs DMSO, % at 10 µM; hit rate 0.34% among 320,000; AID 2023;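 active means GFP response vs DMSO above a set limit, about the screen mean plus 3 SD, cut at about 150% in these data; inconclusive means under 70 cell events counted for the yeast strain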
AHR activator: activates the human aryl hydrocarbon receptor. AHR-responsive luciferase reporter cells, luminescence. P35869. hit rate 2.5% among 320,000. activation, % at 5 µM; in the data active means activation above about 47%;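 further: 0% = vehicle wells and 100% = reference agonist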
MEP2-GFP yeast: yeast TOR pathway MEP2-GFP modulation; S. cerevisiae MEP2-GFP strain, flow cytometry GFP, 3 h; 100% = DMSO control level; GFP response vs DMSO, % at 10 µM; hit rate 0.51% among 330,000;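 active means GFP response versus DMSO above a set limit, roughly screen mean plus 3 SD, cut at about 180% in these data; inconclusive means fewer than 70 cells counted for a yeast strain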;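 further: median GFP fluorescence of the barcode-gated MEP2-GFP cells per well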
proCasp3 act: procaspase-3 (human) activation. activation, % at 8.5 µM. P42574. hit rate 0.11% among 330,000. recombinant procaspase-3 D3A, Ac-DEVD-pNA absorbance 405 nm;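 active means activation above the mean of all tested compounds plus 3 SD, cut at about 21% in these data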;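 further: 0% = DMSO alone and 100% = DMSO wells spiked with extra 5 µM PC-3 D3A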
Target sequence (P42574 whole entry D9A/D28A/D175A): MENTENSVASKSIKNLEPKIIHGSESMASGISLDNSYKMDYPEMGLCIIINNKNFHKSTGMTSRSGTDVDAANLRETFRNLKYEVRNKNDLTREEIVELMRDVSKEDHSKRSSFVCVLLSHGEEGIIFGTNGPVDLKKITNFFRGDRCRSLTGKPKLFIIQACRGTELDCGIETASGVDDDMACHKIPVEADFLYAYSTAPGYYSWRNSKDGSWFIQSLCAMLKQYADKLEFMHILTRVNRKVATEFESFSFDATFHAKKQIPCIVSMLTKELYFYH
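Compound: 8.5 µM single point, 0.8% DMSO / Material: Autoprocessing-dead procaspase-3 D3A mutant enzyme / Timing: 1 h preincubation plus 2 h reaction at 25 °C / Medium: Zinc-free HEPES/NaCl buffer with 0.01% Triton X-100 at pH 7.4 / Technique: 405 nm absorbance of p-nitroaniline, reads at 0 and 120 min / Repeats: one well per compound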
GASC-1 inh: inhibitors of human GASC-1 (JMJD2C) demethylase; Q9H3R0; hit rate 0.069% among 330,000; GST-JMJD2C(1-420) H3K9me3 demethylation, DELFIA europium; inhibition, % at 2.35 µM;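 active means more than half of a compound's replicate wells show inhibition beyond 50%, single wells judged on their own value; inconclusive means some, but no more than half, of replicates pass 50% inhibition; inactive means no replicate passes 50% inhibition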;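 further: signal counts dimethyl H3K9 product captured on neutravidin plate; 0% = median of DMSO wells and 100% = 0.3 times that DMSO median; strong numbers were not always called active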
Target sequence (Q9H3R0 1-420 limits assumed): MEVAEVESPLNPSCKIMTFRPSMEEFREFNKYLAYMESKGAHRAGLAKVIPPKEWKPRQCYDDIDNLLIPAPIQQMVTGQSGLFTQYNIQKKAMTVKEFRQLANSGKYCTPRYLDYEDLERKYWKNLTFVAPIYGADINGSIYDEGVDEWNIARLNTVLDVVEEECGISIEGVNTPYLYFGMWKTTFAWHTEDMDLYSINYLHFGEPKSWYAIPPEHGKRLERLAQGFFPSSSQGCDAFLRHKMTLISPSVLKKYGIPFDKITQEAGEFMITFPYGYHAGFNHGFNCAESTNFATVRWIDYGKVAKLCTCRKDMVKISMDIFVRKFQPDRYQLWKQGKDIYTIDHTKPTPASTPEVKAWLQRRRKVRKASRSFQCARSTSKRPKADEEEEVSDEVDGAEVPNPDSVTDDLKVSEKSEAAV
Yeast superoxide: caloric restriction mimetics inhibiting age-related superoxide in yeast; S. cerevisiae aged cells, superoxide DHE fluorescence; stronger effect = lower value; superoxide response (% of plate mean), % at 10 µM; hit rate 0.18% among 330,000; AID 2690;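 active means superoxide response under a set limit, about three screen SD below normal, cut at about 65% in these data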;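 further: yeast aged for seven days with compound at 30 °C before DHE staining; 100% = average MFI of all compound-treated wells on the plate with controls excluded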
procasp7 counter: counter-screen: procaspase-7 (human) activation; recombinant procaspase-7, Ac-DEVD-pNA absorbance 405 nm; D23A/D198A/D206A triple mutant, cannot self-cleave; scale: DMSO 0, 5 µM enzyme 100; activation, % at 8.5 µM; hit rate 0.093% among 330,000; AID 463210;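 active means percent activation above the screen-wide mean plus 3 SD, cut at about 25% in these data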
Target sequence (P55210 whole entry D23A/D198A/D206A): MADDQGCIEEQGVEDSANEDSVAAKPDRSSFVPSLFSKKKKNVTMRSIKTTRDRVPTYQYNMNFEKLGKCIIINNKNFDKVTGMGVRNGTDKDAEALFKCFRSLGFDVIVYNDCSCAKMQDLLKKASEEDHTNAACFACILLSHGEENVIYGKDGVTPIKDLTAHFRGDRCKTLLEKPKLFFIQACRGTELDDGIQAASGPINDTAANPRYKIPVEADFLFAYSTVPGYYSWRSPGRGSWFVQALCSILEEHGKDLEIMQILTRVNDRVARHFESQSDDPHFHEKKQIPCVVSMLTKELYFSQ
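signal = Epi-absorbance of released pNA at 405 nm, two timepoints | assay system = Uncleavable procaspase-7 mutant enzyme | reagent = Ac-DEVD-pNA substrate, 400 µM as added | times = 1 h enzyme–compound preincubation and 2 h substrate reaction, both 25 °C | benchmarks = low DMSO alone, high DMSO plus 5 µM PC-7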
The depositor's hits bear a star; ? = inconclusive; . = not tested or not shown; [ ] = dose if it differs, or a comment.

SMILES	RPL19A TOR yeast	LAP4-GFP MLPCN	AHR activator	MEP2-GFP yeast	proCasp3 act	GASC-1 inh	Yeast superoxide	procasp7 counter
O=C(COc1ccccc1)Nc1ccc(C(=O)N2CCCC2)cc1	104	106	-3	104	-2	0	105	2
COc1ccc(Nc2nc(-c3cccs3)nc3ccccc23)c(OC)c1	99	84	24	104	-2	4	113	2
CSc1ccccc1NC(=O)CN1c2ccccc2CC1C (centres undefined)	108	94	0	112	6	-4	102	1
Cc1ccc2c(ccc[n+]2CC(=O)c2ccccc2)c1	100	96	9	100	-6	-3	98	-10
O=C(Nc1nc(-c2cc3ccccc3o2)cs1)c1ccc(S(=O)(=O)N2CCCC2)cc1	106	92	-9	101	-2	-3	111	-33
COc1cc(-c2nc(-c3ccncc3)no2)cc(OC)c1OC	95	104	1	105	6	1	85	4
CC1(c2ccc([N+](=O)[O-])cc2)NC(=O)N(CC(=O)Nc2ccc(N3CCCCC3)cc2)C1=O (centres undefined)	92	99	2	86	-4	0	99	-2
CC(NC(=O)c1ccc(N2CCCC2)c([N+](=O)[O-])c1)c1ccc(S(N)(=O)=O)cc1 (centres undefined)	101	91	-3	102	1	-32	116	11
S=c1[nH]nc(-c2ccccc2Cl)n1Cc1ccccc1	94	103	0	98	-25	1	91	-12
CC(C)Cc1nc(N2CCN(C(=O)c3ccccc3)CC2)c(C#N)c2c1CCC2	103	99	0	106	-3	-2	106	-12
Oc1ccc(/C=N/n2c3ccccc3c3ccccc32)cc1	91	101	55*	98	4	-4	87	2
O=C(COC(=O)CCC(=O)c1ccc(F)cc1)Nc1ccccc1	98	102	2	100	8	-6	83	1
Nc1ccn(Cc2ccccc2F)n1	96	103	0	105	4	5	99	13
Cc1ccc(C)c(Cc2c(C)nc(C)[nH]c2=O)c1	104	125	-2	100	-1	0	100	1
COCC(C)N=Cc1c(O)[nH]c2ccccc12 (centres undefined)	89	101	36	95	-3	-7	103	8
CCOC(=O)C1(Cc2cccc(OC)c2)CCCN(C(=O)CSC)C1 (centres undefined)	104	92	9	105	1	-7	100	5
Nc1nnc(SCC(=O)OCC(=O)Nc2ccccc2)s1	104	98	-3	102	-4	-20	91	7
Cc1nc(N)c(C#N)c(-c2cccnc2)c1-c1ccccc1	103	104	-1	109	8	-10	94	0
COc1ccc(-c2nnc(SCc3c(C)noc3C)o2)cc1	100	99	0	100	-2	4	102	0
c1csc(-c2ccc3ccccc3n2)c1	101	94	6	98	-8	1	94	7
CCCCN(CC)CCCNC(=O)c1cc2c(=O)[nH]c3ccccc3c2s1	101	91	2	100	0	0	94	5
Clc1ccccc1C1=Nn2c(nnc2-c2ccncc2)SC1	101	102	1	114	7	6	104	-8
COCCCNC(=O)Cn1cnc2sc(C)c(S(=O)(=O)N3CC(C)CC(C)C3)c2c1=O (centres undefined)	96	124	8	99	7	-5	95	16
C[C@H](CO)N1C[C@H](C)[C@@H](CN(C)S(=O)(=O)c2cn(C)cn2)Oc2ccc(NC(=O)Nc3ccc4c(c3)OCO4)cc2C1=O	100	96	4	105	-8	0	100	2
Cc1cccc(NC(=S)NNC(=O)c2cc3c(s2)CCC(C)C3)c1C (centres undefined)	101	90	8	99	1	-2	137	-2

Part of the list above, reformatted:
structure: COc1ccc(-c2nnc(SCc3c(C)noc3C)o2)cc1
  RPL19A TOR yeast: 100 | LAP4-GFP MLPCN: 99 | AHR activator: 0 | MEP2-GFP yeast: 100 | proCasp3 act: -2 | GASC-1 inh: 4 | Yeast superoxide: 102 | procasp7 counter: 0

structure: c1csc(-c2ccc3ccccc3n2)c1
  RPL19A TOR yeast: 101 | LAP4-GFP MLPCN: 94 | AHR activator: 6 | MEP2-GFP yeast: 98 | proCasp3 act: -8 | GASC-1 inh: 1 | Yeast superoxide: 94 | procasp7 counter: 7

Returning to the listing, starting 4 compounds before the break.
SMILES	RPL19A TOR yeast	LAP4-GFP MLPCN	AHR activator	MEP2-GFP yeast	proCasp3 act	GASC-1 inh	Yeast superoxide	procasp7 counter
Clc1ccccc1C1=Nn2c(nnc2-c2ccncc2)SC1	101	102	1	114	7	6	104	-8
COCCCNC(=O)Cn1cnc2sc(C)c(S(=O)(=O)N3CC(C)CC(C)C3)c2c1=O (centres undefined)	96	124	8	99	7	-5	95	16
C[C@H](CO)N1C[C@H](C)[C@@H](CN(C)S(=O)(=O)c2cn(C)cn2)Oc2ccc(NC(=O)Nc3ccc4c(c3)OCO4)cc2C1=O	100	96	4	105	-8	0	100	2
Cc1cccc(NC(=S)NNC(=O)c2cc3c(s2)CCC(C)C3)c1C (centres undefined)	101	90	8	99	1	-2	137	-2
Cc1c(OCC(=O)NCC(O)c2ccccc2)ccc2c3c(c(=O)oc12)CCCC3 (centres undefined)	88	85	-4	84	-6	?	72	7
CCOc1cc(C(=O)Nc2nnc(C)s2)cc(OCC)c1OCC	95	90	46	95	7	-1	85	8
O=C(Nc1ccc(NC(=O)c2ccccc2)nc1)c1ccncc1	103	96	7	107	2	-11	103	10
O=C(Nc1ccc(S(=O)(=O)N2CCOCC2)cc1)c1ccc(CN2CCc3ccccc3C2)cc1	102	103	-5	104	6	-10	90	10
Cc1ccc(S(=O)(=O)Nc2ccccc2F)cc1C(=O)NNC(=O)c1ccccc1O	83	85	14	84	-1	6	82	4
CCCc1nc(C)c2c(=O)[nH]c(-c3cc(S(=O)(=O)N4CCN(CC)CC4)ccc3OCC)nn12	94	91	1	83	-2	-10	106	15
O=C(NCc1ccccn1)c1ccc(Cl)s1	103	98	-2	105	7	0	111	2
COc1ccc(NC(=S)Nc2cc(S(=O)(=O)N3CCCCC3)ccc2OC)cc1	99	103	0	108	-8	-1	102	-19
COc1ccc(OCC(O)CON2C(=O)c3ccccc3C2=O)cc1 (centres undefined)	103	100	4	97	4	-1	83	-11
CCOC(=O)CSc1nnc(CNC(=O)c2ccc(OC)cc2)n1-c1ccc(OC)cc1	97	104	-1	103	-2	.	114	5
Cc1cc(=O)[nH]c2c1c(=O)[nH]n2C1CC(C)N(C)CC1C (centres undefined)	100	100	1	103	-2	1	98	2
COc1ccc(OC)c(NC(=O)c2ccno2)c1	92	95	5	101	-3	-15	100	1
C=CCNC(=S)N1CCN(c2ccccc2Cl)CC1	102	104	-1	114	6	-2	108	-4
CN(C)CCNc1c2c(nc3ccccc13)CCC2	108	96	4	107	2	28	107	-8
COC(=O)Cn1c(=O)c(=O)n(CC(=O)OC)c2ccccc21	95	104	0	98	3	-2	105	13
CCn1cc(C(=O)NC(=S)Nc2ccccc2Br)cn1	101	97	6	91	1	22	106	8
N/C(COc1ncn(-c2ccccc2)n1)=N\S(=O)(=O)c1ccccc1	100	101	2	104	3	-19	95	11
NCCCC[C@@H]1NC(=O)[C@H](CCC(=O)O)NC(=O)c2cc([N+](=O)[O-])cc(I)c2NCC[C@@H](C(N)=O)NC1=O	104	105	31	99	6	-6	106	-9
Cc1ccc(CNC(=O)C2CCC(=O)N2C2CCCCC2)cc1 (centres undefined)	102	96	0	105	1	-2	87	12
O=C(/C=C/c1ccc([N+](=O)[O-])s1)N1CCCCC1	99	101	-9	104	-8	9	86	1
O=C1NCCn2ccc(=O)cc21	106	103	-2	114	-1	1	105	7
O=C(NCCc1ccccc1)C(c1ccncc1)N(C(=O)c1csnn1)C1CC1 (centres undefined)	97	99	2	97	5	139	110	5
CC(=O)Oc1ccccc1/C=C/c1nc2ccccc2c(=O)o1	99	101	4	104	-7	-6	124	-6
CCCCn1c(=O)[nH]c(=O)c2c1nc(-c1ccccc1OC(F)F)n2C	91	89	1	99	-2	-28	81	2
O=C(Nc1ccc(-n2nncc2-c2ccco2)cc1)c1cc2ccccc2oc1=O	101	106	7	110	-8	.	143	-2

Going on with the list:
SMILES	RPL19A TOR yeast	LAP4-GFP MLPCN	AHR activator	MEP2-GFP yeast	proCasp3 act	GASC-1 inh	Yeast superoxide	procasp7 counter
O=C(NCc1ccccc1)C(c1c(F)cccc1Cl)N(C(=O)c1csnn1)C1CC1 (centres undefined)	105	99	0	105	-3	4	98	2
COc1ccc(S(=O)(=O)NCCc2nnc3ccc(SCC(=O)Nc4nc(C)cs4)nn23)cc1	.	.	5	.	-14	9	88	-5
Cc1ccc(S(=O)(=O)N2CCC(=O)N(C(COCc3cccc(C(F)(F)F)c3)C(C)C)CC2)cc1 (centres undefined)	.	.	0	.	-5	5	.	-5
Cn1c(CN2CCC(C(N)=O)CC2)c(C#N)c2ccccc21	104	108	-1	103	-5	-13	92	6
CC(C)(CCl)C(=O)Nc1ccnc(-c2ccncc2)n1	96	96	11	96	3	4	124	5
O=C(Nc1ccc(Cl)c(Cl)c1)N(CCCN1CCOCC1)Cc1cccnc1	50*[may fluoresce violet]	91[may fluoresce violet]	0	180*[may fluoresce violet]	2	9	98	14
CCn1cc(C(=O)O)c(=O)c2cc(F)c(N3CCN(C(=S)NC(=O)c4ccccc4C)CC3)cc21	101	104	0	99	4	4	88	4
NNC(=S)Nc1cc(S(=O)(=O)N2CCOCC2)ccc1N1CCOCC1	110	102	1	100	-5	1	101	-3
Cc1cc(C)cc(CC(CC(=O)Nc2ccc(Cl)cc2)C(=O)O)c1 (centres undefined)	111	88	.	109	.	4	120	.
O=C(NCc1ccccc1)c1ccc(-c2ccc(F)cc2)o1	108	101	12	105	4	-2	84	-9
Cc1cc(=O)[nH]c(SCC(=O)Nc2ccc(C)c(S(=O)(=O)N3CCCCC3)c2)n1	100	101	0	99	-3	-10	91	-3
O=C(Nc1cccnc1)c1ccc(-c2ccc(Cl)cc2)o1	84	245*	9	88	-21	14	100	-8
CCC(=O)Oc1ccc(C/C(=N\O)c2ccc(O)cc2O)o1	87	101	0	95	-1	-7	98	-3

Single records, as listed above. Order of screens: RPL19A TOR yeast, LAP4-GFP MLPCN, AHR activator, MEP2-GFP yeast, proCasp3 act, GASC-1 inh, Yeast superoxide, procasp7 counter
Results for S=c1[nH]nc(-c2ccccc2Cl)n1Cc1ccccc1 → 94, 103, 0, 98, -25, 1, 91, -12
Results for O=C(/C=C/c1ccc([N+](=O)[O-])s1)N1CCCCC1 → 99, 101, -9, 104, -8, 9, 86, 1
Results for Clc1ccccc1C1=Nn2c(nnc2-c2ccncc2)SC1 → 101, 102, 1, 114, 7, 6, 104, -8
Results for CC(C)Cc1nc(N2CCN(C(=O)c3ccccc3)CC2)c(C#N)c2c1CCC2 → 103, 99, 0, 106, -3, -2, 106, -12
